Screening data as filed in PubChem BioAssay.
KDM5B inh: blocks human KDM5B histone demethylase activity. KDM5B demethylase, FDH-coupled NADH fluorescence (FDH is formaldehyde dehydrogenase). Potency, µM (top dose mostly 57.7 µM), inactives show top-dose activity change, negative = inhibition, hits mostly inhibitors. 220,000 tested, 2.6% active. AID 1347165; active means well fitted inhibition curve with a large enough effect; inconclusive means small, poorly fitted or top-dose-only effect; inactive means no such curve, though single readings can be large or run the other way; further: 0% is about no effect; nearly all actives have a fitted effect of over 70% in size
Target sequence (Q9UGL1 whole entry, looked up): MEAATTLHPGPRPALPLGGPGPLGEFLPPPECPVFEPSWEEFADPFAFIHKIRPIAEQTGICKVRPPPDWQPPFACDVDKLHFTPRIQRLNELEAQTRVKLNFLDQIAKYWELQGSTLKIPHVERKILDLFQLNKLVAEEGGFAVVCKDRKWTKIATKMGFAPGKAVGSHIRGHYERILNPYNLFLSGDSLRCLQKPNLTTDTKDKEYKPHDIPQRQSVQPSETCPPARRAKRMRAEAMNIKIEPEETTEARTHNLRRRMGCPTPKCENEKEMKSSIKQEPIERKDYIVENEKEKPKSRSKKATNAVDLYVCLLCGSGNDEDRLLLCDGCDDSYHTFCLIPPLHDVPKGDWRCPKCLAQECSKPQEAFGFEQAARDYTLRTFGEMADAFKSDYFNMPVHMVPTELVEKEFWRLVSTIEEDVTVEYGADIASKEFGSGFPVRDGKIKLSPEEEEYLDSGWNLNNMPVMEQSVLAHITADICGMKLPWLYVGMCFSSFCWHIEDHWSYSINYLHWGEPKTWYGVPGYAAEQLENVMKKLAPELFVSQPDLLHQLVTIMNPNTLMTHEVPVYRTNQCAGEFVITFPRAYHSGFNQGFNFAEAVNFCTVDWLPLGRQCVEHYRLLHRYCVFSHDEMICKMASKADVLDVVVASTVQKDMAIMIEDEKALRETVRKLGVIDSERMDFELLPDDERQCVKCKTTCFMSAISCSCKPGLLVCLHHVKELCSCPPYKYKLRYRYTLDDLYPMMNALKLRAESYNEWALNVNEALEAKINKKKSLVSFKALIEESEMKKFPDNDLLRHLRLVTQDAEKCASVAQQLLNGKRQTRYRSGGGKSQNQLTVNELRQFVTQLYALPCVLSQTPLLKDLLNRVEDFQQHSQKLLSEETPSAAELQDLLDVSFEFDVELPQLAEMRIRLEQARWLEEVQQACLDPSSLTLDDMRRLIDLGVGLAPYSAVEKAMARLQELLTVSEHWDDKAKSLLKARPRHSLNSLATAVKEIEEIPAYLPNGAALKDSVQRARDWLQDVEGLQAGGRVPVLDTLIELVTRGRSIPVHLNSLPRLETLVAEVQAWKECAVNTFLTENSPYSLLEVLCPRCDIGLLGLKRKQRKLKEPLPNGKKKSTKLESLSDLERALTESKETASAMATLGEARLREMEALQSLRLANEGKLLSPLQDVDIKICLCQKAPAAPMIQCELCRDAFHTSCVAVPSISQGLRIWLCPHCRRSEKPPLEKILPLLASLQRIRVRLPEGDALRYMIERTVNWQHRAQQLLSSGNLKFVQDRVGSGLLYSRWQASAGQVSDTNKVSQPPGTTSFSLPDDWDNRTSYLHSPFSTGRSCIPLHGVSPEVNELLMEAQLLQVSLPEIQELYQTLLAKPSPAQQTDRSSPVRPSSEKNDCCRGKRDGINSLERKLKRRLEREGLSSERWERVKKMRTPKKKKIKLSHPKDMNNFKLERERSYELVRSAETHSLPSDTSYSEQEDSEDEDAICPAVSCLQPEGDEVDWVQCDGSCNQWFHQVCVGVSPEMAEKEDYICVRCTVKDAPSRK
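Coupled FDH/NAD⁺ fluorescence readout. KDM5BΔAP 200 nM final; compound titration, 10 min RT preincubation; substrate mix 12.5 µM H3K4me3, 25 µM 2-OG, 50 µM Fe(II), 100 µM ascorbate, 0.25 mM NAD⁺, 0.25 U/mL FDH; ΔRFU over 30 min.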
Starred values were filed as active, the others as inactive; ? = inconclusive; & = joins results of further samples; [ ] = another dose, or the depositor's remark. Potency means the concentration at half of the fitted maximal effect.

SMILES	KDM5B inh
CC1(C(=O)NCc2ccccc2)CN(Cc2ccccc2)Cc2ccc(N3CCOCC3)nc21 (centres undefined)	22µM*
CCOc1ccc(NC(=O)CCc2c(C)c3ccc(C)cc3oc2=O)cc1	-18%
CS(=O)(=O)NCCC(=O)N1CC[C@@H]2[C@@H](CCC(=O)N2CCN)C1	25%
CN(C)C(=O)CN1C(=O)CO[C@H](c2ccc(NC(=O)c3ccc(F)c(Cl)c3)cc2)[C@H]1CO	11%
COC(=O)c1ccc(NC(=O)CC2Nc3cc(C)c(C)cc3NC2=O)cc1 (centres undefined)	?
CN(CC(=O)Nc1cccc(F)c1)C(=O)c1cc2c(s1)CCCCC2	13%
O=C(NC1CCN(c2cc(-c3ccc(F)cc3)[nH]n2)C1)c1ccc(Br)cc1 (centres undefined)	?
COc1cc(OC)cc(C(=O)N2CCC(c3n[nH]c(=O)n3-c3ccccc3)CC2)c1	39%
O=C(CCc1ccccc1Br)NC1CCN(C2CC2)C1 (centres undefined)	14%
Cc1cc(=O)n(CC(=O)NC(C)CCc2ccccc2)c(N2CCOCC2)n1 (centres undefined)	4%
CC(C)c1ccccc1NC(=O)C=C1CCCCC1	13%
Cc1nnc(N2CCCC(C(=O)NCCc3ccccc3)C2)c2nn(-c3ccccc3)c(C)c12 (centres undefined)	?
CC(c1ccon1)N(C)C(=O)CCc1nnc(Cc2ccc(-c3ccccc3)cc2)o1 (centres undefined)	16%
CCOc1ccc(NC(=O)NC(CC)Cn2nnc3ccccc3c2=O)cc1 (centres undefined)	?
COC(=O)CSc1nc2sc3c(c2c(=O)n1-c1ccc(OC)cc1)CC(C(C)C)OC3 (centres undefined)	9%
CC(C)C(=O)Nc1ccc(NC(=O)Nc2ccc(Cl)cc2)cc1	19%
CC1CCCN1c1ncnc2c1CN(c1ccc(Cl)cc1)C(=O)CN2C (centres undefined)	-10%
O=C(NCc1ccc(-n2cncn2)cc1)C1NCCc2[nH]cnc21 (centres undefined)	-25%
COc1ccc(C(=O)N2CCC(Oc3ccc(-c4noc(-c5ccccc5)n4)cc3)C2)cn1 (centres undefined)	-37%
O=C1NCCC[C@@H]1NC(=O)[C@H]1CN(C(=O)c2cccc(F)c2)CCN1S(=O)(=O)c1ccc(F)cc1	-2%
CCc1ccc(CN(Cc2ccco2)C(=O)c2ccc(OC)cc2)cc1	-25%
O=C(COc1ccccc1Cl)Nc1nc(-c2ccc(Br)o2)ns1	-17%
Cc1ccc(N2C(=O)c3cccc4c(N)ccc(c34)C2=O)c2cccnc12	-4%
Cc1nc2nc(C(F)(F)F)[nH]n2c(=O)c1Cc1ccccc1	-11%&-16%
O=C1CCN(C(=O)c2cc3ccccc3[nH]2)CCOCCN1	-19%
CC(C)CCNC(=O)CSc1nc2cc([N+](=O)[O-])ccc2o1	-13%
CN1CCN(C(=O)N2CCn3nc(CN4CCC(CO)CC4)cc3C2)CC1	-5%
Cc1cc(C)cc(C2CC(C)(O)CC(c3cc(C)cc(C)c3)S2)c1 (centres undefined)	8%
O=[S+]([O-])(c1ccncc1)c1nnn2c1nc(N1CCCCC1)c1ccccc12	-10%[115 µM]
COc1ccc(C(=O)N2CCC3(CC2)CC(OC)CCO3)cc1 (centres undefined)	-13%
CC(=O)NCCNc1nc(-c2ccccc2)nc2ccccc12	-8%
CC1CCC(NC(=O)c2ccc3c(c2)N(Cc2ccccc2)C(=O)c2ccccc2S3=O)CC1 (centres undefined)	-20%
COC(=O)C1=C(C)OC(N)=C(C#N)C1c1ccccc1C (centres undefined)	-17%
Cc1ccc(-c2noc(CCC(=O)Nc3ccc(F)cc3Cl)n2)cc1	0%
CCCCN1C(=O)[C@@H]2C[C@@H](O)CN2C2(CN(C3CCN(C(C)=O)CC3)C2)C1=O	22%[86.2 µM]
Cc1cccc2sc(N(CCCN(C)C)C(=O)COc3ccccc3)nc12	-9%
CC(C)NC(=O)N1CCC2(CC1)CN(C(=O)NC(C)C)CCO2	23%[149 µM]
N#Cc1ccc(S(=O)(=O)N2CCCCCCNC(=O)[C@@H]3CCCC[C@@H]32)cc1	-1%
COc1ccc(OC)c(CN2CCCn3nc(C)c(-c4cccnc4N4CCOCC4)c32)c1	13µM*
O=C(COC(=O)/C=C/c1cccc(C(F)(F)F)c1)NC(=O)NCc1ccco1	-3%

Copied from the listing, 14 compounds:
SMILES	KDM5B inh
CN1CCN(C(=O)N2CCn3nc(CN4CCC(CO)CC4)cc3C2)CC1	-5%
Cc1cc(C)cc(C2CC(C)(O)CC(c3cc(C)cc(C)c3)S2)c1 (centres undefined)	8%
O=[S+]([O-])(c1ccncc1)c1nnn2c1nc(N1CCCCC1)c1ccccc12	-10%[115 µM]
COc1ccc(C(=O)N2CCC3(CC2)CC(OC)CCO3)cc1 (centres undefined)	-13%
CC(=O)NCCNc1nc(-c2ccccc2)nc2ccccc12	-8%
CC1CCC(NC(=O)c2ccc3c(c2)N(Cc2ccccc2)C(=O)c2ccccc2S3=O)CC1 (centres undefined)	-20%
COC(=O)C1=C(C)OC(N)=C(C#N)C1c1ccccc1C (centres undefined)	-17%
Cc1ccc(-c2noc(CCC(=O)Nc3ccc(F)cc3Cl)n2)cc1	0%
CCCCN1C(=O)[C@@H]2C[C@@H](O)CN2C2(CN(C3CCN(C(C)=O)CC3)C2)C1=O	22%[86.2 µM]
Cc1cccc2sc(N(CCCN(C)C)C(=O)COc3ccccc3)nc12	-9%
CC(C)NC(=O)N1CCC2(CC1)CN(C(=O)NC(C)C)CCO2	23%[149 µM]
N#Cc1ccc(S(=O)(=O)N2CCCCCCNC(=O)[C@@H]3CCCC[C@@H]32)cc1	-1%
COc1ccc(OC)c(CN2CCCn3nc(C)c(-c4cccnc4N4CCOCC4)c32)c1	13µM*
O=C(COC(=O)/C=C/c1cccc(C(F)(F)F)c1)NC(=O)NCc1ccco1	-3%

Continuation:
SMILES	KDM5B inh
Nc1nonc1-c1nc2ccccc2n1Cc1cccc(Cl)c1	-31%
CN1CCN(C(=O)CCc2ccc(=O)[nH]n2)CC12CCNC(=O)CC2 (centres undefined)	22%
O=C(/C(N=Nc1cccc(C(F)(F)F)c1)=C(/O)c1cccs1)C(F)(F)F	-10%
COc1ccc(Cl)cc1NCC(=O)NC(C)(C#N)C(C)C (centres undefined)	-6%
COc1cccc(C(=O)NNC(=O)C2CCCO2)c1 (centres undefined)	-18%
N#CCN(Cc1ccccc1)Cc1cc(Cl)c2c(c1)OCCCO2	-3%
Cc1ccc(-c2noc(-c3ccc(N4CCOCC4)c([N+](=O)[O-])c3)n2)cc1	-27%
CCOC(=O)c1cccc(Nc2ccc3cc(S(=O)(=O)N4CCCCC4)ccc3n2)c1	?
Cc1noc(-c2ccc(OC3CN(C(=O)C(C)c4ccccc4)C3)cc2)n1 (centres undefined)	18%
O=C(c1ccccc1)N1CCC(n2cc(-c3nc(-c4ccccc4)no3)nn2)CC1	15%
CCOc1ccc(NS(=O)(=O)c2ccc3c(c2)CCCN3C(=O)C2CCC2)cc1	-10%
Cc1ccc2oc(-c3cc(NC(=O)c4oc5ccccc5c4C)ccc3Cl)nc2c1	?
COCCc1noc(-c2ccccc2OC2CN(C(=O)c3cnccn3)C2)n1	0%
O=C1CSc2ccc(C(=O)NC3CC3)cc2N1	-11%
CCCNCc1ccsc1	22%
CCCc1nnc(NC(=O)CCS(=O)(=O)Cc2ccccc2)s1	-11%
COc1ccc(C(=O)CCC(=O)OCC(=O)c2ccc(Cl)c(Cl)c2)cc1	10%
Cc1nc(-c2cn(C3CCCN(C(=O)c4cccc(C#N)c4)C3)nn2)no1 (centres undefined)	30%
CC(Sc1nc(C(F)(F)F)nc2ccccc12)C(=O)NC(C)(C)C (centres undefined)	22%
O=C(NC1CCCC1)C1CC(c2ccccc2F)=NO1 (centres undefined)	-14%
O=C(NCCN1CCOCC1)c1cc(-c2cccc(Cl)c2)on1	-7%
O=C(c1cn(-c2ccccc2)nc1-c1cccnc1)N1CCN(c2ccc(F)cc2)CC1	-10%
COc1cc(CC(=O)NC2CCC(C)CC2)ccc1C (centres undefined)	0%
CCS[C@H]1CCN2C(=O)c3cc(-c4ccccc4)ccc3NC(=O)[C@H]12	?
O=C(c1ccc(Cl)c(S(=O)(=O)N2CCCCC2)c1)N1CCCC1	17%
O=c1c2ccccc2nc(SCc2nnc(-c3ccccc3Br)o2)n1Cc1ccco1	-23%
N#C/C(=C\c1ccc(-c2ccccc2F)o1)c1nc2ccccc2[nH]1	18%
COc1ccc2cc1Nc1ccc(cc1)C[C@H](NCc1ccc(C)o1)C(=O)N(C)[C@H](C(=O)NCCC(C)C)C2	-18%
CC1CCCN1CC#CC(O)(c1ccccc1)c1ccccc1 (centres undefined)	1%
Cc1cccc(-c2nnc(SCC(=O)Nc3ccc4ccccc4c3)n2N)c1	15%
COc1ccc(N2CCN(CC(O)COc3cc(C)ccc3C)CC2)cc1 (centres undefined)	?
COC(=O)[C@H](NC(=O)[C@@H]1[C@@H](NC(=O)Nc2cccc(OC)c2)CCN1C(=O)CSC)C(C)C	14%
c1cncc(-c2nc3c(c(NCc4ccccc4-n4ccnc4)n2)CNC3)c1	4%
CCCC(C(=O)Nc1nc2ccccc2s1)c1ccccc1 (centres undefined)	-10%
Cn1c(=O)[nH]c(=O)c2c1nc(N1CCN(Cc3ccc(Cl)cc3)CC1)n2CCCc1ccccc1	8%
Fc1ccccc1-c1nc(-c2cccc(Br)c2)no1	-5%
CC(C)Oc1ccc2c(=O)c(-c3ccc(F)cc3)c(C(F)(F)F)oc2c1	10%
Cc1ccccc1N1Cc2c(ncnc2N2CCOCC2)N(C)CC1=O	18%
O=c1cc(O)c2sc3nc(-c4cccs4)cc(C(F)(F)F)c3c2[nH]1	1%
O=c1oc2ccccc2c(NCc2ccccc2)c1NS(=O)(=O)c1ccc(F)cc1F	-14%
Cn1c(SCC(=O)N2CCc3ccccc32)nnc1-c1cccc(NC(=O)c2ccccc2F)c1	-4%
CC(NC(=O)c1ccccc1)C(=O)N/N=C/c1ccco1 (centres undefined)	-14%
COC1CCC12CCN(C(=O)c1ccc3[nH]ccc3c1)CC2 (centres undefined)	-17%
CC(C)n1nc(C(=O)OCC(=O)NCCc2ccc(S(N)(=O)=O)cc2)c2ccccc2c1=O	-9%
Cc1ccccc1OCC(=O)N1CCc2c(nc3cc(-c4ccccc4Cl)[nH]n3c2=O)C1	-30%
CC(=O)Nc1ccc(CN2CCCC3(CNS(=O)(=O)c4cccnc4O3)C2)cc1 (centres undefined)	-16%[115 µM]
Cc1ccc(C)c(NC(=O)C2CC(=O)N(c3n[nH]c4cc(Br)ccc34)C2)c1 (centres undefined)	-24%
COc1ccc(-c2nc(SCC(=O)N3CCN(c4ccc(F)cc4)CC3)n[nH]2)cc1	-23%
Cc1scc(C(=O)NC2CC(c3cc(=O)[nH]c(N)n3)C2)c1-c1ccccc1 (centres undefined)	-19%
NC(=O)C1CCN(C(=O)Cn2c(-c3cccs3)cc3ccccc32)CC1	?
(cont.)
SMILES	KDM5B inh
Cc1cc(C(=O)N2CCc3nn(Cc4ccccc4)c(=O)n3CC2)n(C)n1	-15%
CCOC(=O)c1ccc(CN(Cc2ccc(OC)cc2)S(=O)(=O)c2cccc(C(F)(F)F)c2)cc1	-26%
COCCN(CC(N)=O)S(=O)(=O)c1ccc(F)cc1	?
COc1ccc(OC2CCN(S(=O)(=O)c3ccc(OC)cc3)CC2)cc1	-3%
CC(C)OCCCNc1nc2c(S(=O)(=O)c3ccccc3)nnn2c2ccccc12	?
CC(C)C(C)(C#N)NC(=O)CC1CC2CCC1C2 (centres undefined)	27%
CC(CC(=O)Nc1ccc(Cl)cc1)n1ccnc1 (centres undefined)	12%
COc1ccc(NC(=O)c2nnn(Cc3ccc(Cl)cc3)c2N)c(OC)c1	-19%
Cc1nc2c(C)cccc2c(Cl)c1CC=C(Cl)Cl	24%
COc1ccc(Nc2nc(N)c(C(=O)c3cc(C)ccc3C)s2)cc1Cl	-28%
O=C(c1cc(-c2ccccc2)on1)N1CCOCC1	19%
O=C(c1ccncc1)N1CCCC(N2CCN(c3ccc(F)cc3)CC2)C1 (centres undefined)	2%
CCc1ccc(-n2c(=O)c3c4c(sc3n(CC(=O)c3ccc(F)cc3)c2=O)CCC4)cc1	3%
Cc1cc(C)n(CC(=O)NC2CCc3nn(CC4CC4)c(=O)n3CC2)c(=O)n1 (centres undefined)	-27%
CCCCn1c(=O)c2c(nc(-n3nc(C)c(C)c3C)n2CCOCC)n(C)c1=O	0%
COc1ccc(-c2c3c(=O)n(C)c(=O)n(C)c3c3n2C(C)(C)COC3c2cccc(OC)c2)cc1 (centres undefined)	9%
COCCN[C@@H]1C[C@@H]2c3[nH]c4ccccc4c3C[C@@H](C(=O)OC)N2[C@H](c2cccc(OC)c2)C1	5.6µM*
O=C(NCCc1ccccc1)c1cc(-c2ccccc2)nc2n[nH]c(-c3ccccc3)c12	?
O=C(c1cc(-c2cccc(C(F)(F)F)c2)c2nncn2n1)N1CCOCC1	?
Cc1ccc(C2C3=C(COC3=O)Nc3n[nH]c(C)c32)cc1 (centres undefined)	?
CCOc1c(Cl)cc(/C=C(/C#N)c2nc3ccc(C)cc3[nH]2)cc1Cl	2%
COc1ccc(-c2nn(C)c3sc(C(=O)NCCN(C)C)cc23)cc1OC	-22%
Cc1ccc(Cl)cc1NC(=O)N1CCCC(Cn2cnc3cccnc32)C1 (centres undefined)	9%
O=C(CN1CCn2nc(C(O)CO)cc2C1)Nc1ccc(Cl)cn1 (centres undefined)	?
CCOc1ccccc1CN1C[C@@H](CO)[C@H](c2ccccn2)C1	-1%

An excerpt; rates above refer to the full screens.
